FEN1 inh – inhibitors of human flap endonuclease 1; Potency, µM (series often up to 114 µM), for the others: top-dose activity change, negative = inhibition, hits mostly inhibitors; 0.35% of 390,000 active; AID 588795; Recombinant FEN1 flap cleavage, fluorescence, 15 min; P39748; also: nearly all actives have a fitted effect of over 65% in size
Target sequence (P39748 whole entry, looked up): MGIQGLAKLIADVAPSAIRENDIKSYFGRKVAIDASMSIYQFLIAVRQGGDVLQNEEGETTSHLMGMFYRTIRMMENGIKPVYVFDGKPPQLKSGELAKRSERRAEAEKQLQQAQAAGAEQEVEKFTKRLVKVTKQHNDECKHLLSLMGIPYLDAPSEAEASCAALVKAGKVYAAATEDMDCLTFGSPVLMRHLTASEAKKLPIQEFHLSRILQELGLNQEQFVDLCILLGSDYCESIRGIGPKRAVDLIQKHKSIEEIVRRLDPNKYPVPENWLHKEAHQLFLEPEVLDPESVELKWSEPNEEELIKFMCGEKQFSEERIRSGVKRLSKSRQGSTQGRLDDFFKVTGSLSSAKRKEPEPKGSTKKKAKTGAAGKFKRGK
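FEN1 at 10 nM preincubated with compounds 15 min at room temperature, then flap DNA substrate added at 50 nM final. Signal read at 0 and 15 min; concentration-response fitted with four-parameter Hill equation.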
GCN5L2 inh – GCN5L2 (KAT2A) acetyltransferase inhibition; AID 504327; 0.21% of 390,000 active; Q92830; Potency, µM (top dose mostly 58.9 µM), inactives show at the top dose activity change, negative = inhibition, usual class: inhibitors; GCN5L2 HAT assay, ThioGlo1 CoA-SH fluorescence
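GCN5L2 (20 nM) in 50mM HEPES pH 7.5, 0.1mM EDTA, 0.01% Tween-20 preincubated 15 min with compounds at room temperature. Reaction started with H3(1-25) 75uM, acetyl-CoA 70uM, ThioGlo1 50uM; CoA-thiol fluorescence (Ex340/Em540) read at 0 and 20 min.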
N370S GC mod – N370S glucocerebrosidase modulation, Gaucher chaperone candidate | Potency, µM (titrated, usually from 59.4 µM), for the others: at the highest dose activity change, negative = inhibition, usual class: inhibitors | N370S GC spleen homogenate, 4MU-glucoside fluorescence | 0.092% of 330,000 active | P04062;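 also: 0% = full enzyme activity and -100% = no enzyme basal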
* = called active by the depositor; ? = inconclusive; · = no result given; & = joins results of further samples; [ ] = another dose, or the depositor's remark. Calls follow the shape of the dose curve; as a rule, active = well fitted curve in the direction sought with a large enough effect; inconclusive = small, poorly fitted or top-dose-only effect, or another doubt; inactive = no such curve, though single readings can be large; an effect the other way counts as inactive or inconclusive. Unless noted, % is scaled to controls: 0 for no effect and ±100 for the full control effect; potency is read from the fitted curve at half-maximal effect. Not all compounds are listed, so the mix of outcomes need not match the whole.

SMILES	FEN1 inh	GCN5L2 inh	N370S GC mod
CCOCCCNC(=O)C(c1ccc(Cl)cc1)N(Cc1ccc2c(c1)OCO2)C(=O)c1ccc(NC(C)=O)cc1 (stereo not drawn)	6%	-7%	·
COc1cccc(C(=O)NCC(=O)N2CCC3(CC2)NCCc2[nH]cnc23)c1OC	-12%	0%	-5%
Cc1cc(C)n2cc(-c3ccc(Cl)cc3)c(C(=O)O)c2n1	-16%	-7%	26%
O=C(N=C1c2ccccc2CN1c1ccc(F)c(Cl)c1)c1cccnc1Cl	·	-5%	-14%
O=C(Cn1c[n+](CC(=O)c2ccc([N+](=O)[O-])cc2)cn1)c1ccc([N+](=O)[O-])cc1	-6%&3%	0%&-7%	-1%&-11%
O=c1c(C(c2c(O)nc3n(c2=O)CCS3)c2cccc3ccccc23)c(O)nc2n1CCS2	-4%	-15%	-15%
COc1ccc(N(CC(=O)NCCC2=CCCCC2)S(=O)(=O)c2ccccc2)cc1	-3%	-7%	5%
COc1cccc(CNC(=O)Cn2cccc2C(=O)c2ccccc2C)c1	13%	-9%	0%
CCOC(=O)C1CCN(C(=O)c2ccc(N(C)S(C)(=O)=O)cc2)CC1	-12%	-3%[0.501 µM]	-4%
O=C1NC(C(F)(F)F)(C(F)(F)F)N=C2SC=CN12	1%	-2%	-2%
Cc1[nH]c2ccc(Cl)cc2c(=O)c1CN1CCCC1	-5%	1%	0%
CCN(CC)S(=O)(=O)c1ccc(NC(=O)CNC2CCCCC2)cc1	13%	0%	-7%
Cc1nn(Cc2ccccc2)c(Cl)c1C(=O)OCC#N	2%	-1%	0%
Cc1cccc(NC(=S)N2CCN(S(=O)(=O)c3ccc(F)cc3)CC2)c1	4%	-3%	-17%
O=C(CN1C(=O)C(=O)N(C2CCCC2)C1=O)Nc1cc(Cl)ccc1[N+](=O)[O-]	1%	-2%	·
CCN(CCCNC(=O)c1nn(-c2ccc(C)cc2)c(=O)c2c1c1ccccc1n2C)c1ccccc1	10%	-12%	·
O=C(O)C[C@]1(C(=O)Nc2ccc(F)cc2)CC(/C=C/c2ccccc2)=NO1	-3%	0%	-5%
Cc1nn(C)c2c1c(C(F)(F)F)cc(=O)n2C(C)C(=O)NCCc1ccccc1 (stereo not drawn)	-5%	-8%	·
COc1cc(C(=O)NCCNc2nc3ccc(C)cc3cc2C#N)cc(OC)c1OC	0%	-3%	-5%
COc1ccc(S(=O)(=O)N2CCOC2CNC(=O)C(=O)NCc2ccccc2Cl)cc1 (stereo not drawn)	-7%	-3%	3%
CCc1ccc(C(C(=O)NCc2ccc(F)cc2)N(C(=O)c2csnn2)C2CC2)cc1 (stereo not drawn)	-2%	-2%	-13%
CCOC(=O)N1CCN(C(=O)CN(c2cc(C)ccc2OC)S(=O)(=O)c2ccc(C)cc2)CC1	1%	-3%	·
O=C(Nc1ccc(Cl)c(C(F)(F)F)c1)c1ccco1	-14%	2%	9%
O=C(Nc1cccc(O)c1)c1ccc(S(=O)(=O)N2CCCCCC2)cc1	-17%	-21%	-8%
Cc1ccnc(Nc2nc(-c3ccc(O)cc3O)cs2)c1	-30%	-2%	-5%
CCN(C(=O)CSc1nc2ccccc2n1Cc1ccccc1C#N)c1ccccc1	-9%	3%	·
COc1cc(CCC(=O)OCC(=O)N2CCc3ccccc32)cc(OC)c1OC	-13%	-24%	20%
CCN1C(=O)N[C@@H](c2cccc(C(F)(F)F)c2)[C@H](C(=O)OC)[C@H]1C	3%	·	4%[12.8 µM]
COc1ccc(CCNC(=O)CSc2ccc(-c3ccccc3)nn2)cc1OC	-6%	-8%	10%
COCc1nnc(N)s1	-8%	-20%	3%
N#Cc1ccccc1CN1C(=O)NC(Cc2c[nH]c3ccccc23)C1=O (stereo not drawn)	2%	-3%	-4%
COc1ccc(OC)c(-c2cc(C(=O)NC(C)c3ccccc3)no2)c1 (stereo not drawn)	-12%	-2%	·
COCCCNC(=O)C1CC(=O)N(CCc2ccc(OC)c(OC)c2)C1 (stereo not drawn)	-12%	-19%	·
NS(=O)(=O)c1ccc(NC(=O)Nc2ccccc2)cc1	4%	1%	4%
O=C(/C=C/c1ccc(Cl)cc1)NCCCn1ccnc1	8%	-20%	-7%
C[C@H](CO)N1C[C@H](C)[C@@H](CN(C)S(=O)(=O)c2cn(C)cn2)Oc2ccc(NC(=O)C3CC3)cc2C1=O	-6%	0%	·
O=C1CC(/C=C/c2ccco2)=Nc2ccccc2N1	0%	-4%	5%
COc1cccc(C(=O)Nc2ccc(-c3nc4ccccc4s3)cc2Cl)c1	-15%	-1%	·
CN(Cc1cccs1)C(=O)C1CC(=O)N(Cc2ccccc2)C1 (stereo not drawn)	-3%	-10%	5%
O=C(NCC1CCCO1)C1CCCN(S(=O)(=O)c2cc(Cl)ccc2Cl)C1 (stereo not drawn)	2%	0%	-2%
CCC(=O)NCC(c1cccs1)N1CCOCC1 (stereo not drawn)	6%	1%	5%
COc1ccc(OC)c(S(=O)(=O)N2CCC(C(=O)NCCc3ccc(OC)c(OC)c3)CC2)c1	-2%	0%	-3%
Cc1cccc(OCc2nnc(-c3ccccc3)o2)c1	11%	-5%	·
O=C(NCCc1nc2ccccc2[nH]1)c1ccco1	-4%	1%	4%
Cc1c(C(=O)NCCSCc2ccccc2Cl)cccc1[N+](=O)[O-]	-1%	-3%	-5%
COc1ccc(NC(=O)CN(C)C(=O)C2=COCCO2)cc1	-3%	-5%	-5%
O=C(NCc1ccncc1)c1cccc(S(=O)(=O)NCc2ccccc2)c1	15%	-1%	-2%
COc1cccc(CNC(=O)CCn2nc(C)c3c(C)n(-c4ccccc4)nc3c2=O)c1	22%	-5%	·
O=c1c2ccccc2nc(N2CCN(c3cccc(Cl)c3)CC2)n1-c1ccccc1	5%	-6%	·
Cc1oc(C(C)(C)C)cc1C(=O)Nc1cccc(/C=C/C(=O)O)c1	-3%	2%	15%
COc1ccc(N2CC(NC(=O)c3cccs3)CC2=O)cc1OC (stereo not drawn)	-6%	1%	·
C[C@H](NC(=O)c1nc[nH]c1C(=O)N[C@@H](C)C(=O)OCc1ccccc1)C(=O)OCc1ccccc1	-14%	-21%	18%
Cc1cc2cc(CN(CCN(C)C)C(=S)NCc3ccco3)c(=O)[nH]c2cc1C	-24%	-5%	-10%
NC(=O)[C@H]1CC2(CC(c3cccc(NC(=O)[C@H]4CCC(=O)N4)c3)=NO2)CN1C(=O)c1ccccc1 (stereo partly drawn)	79µM*	19%	7%
COc1ccc(N2C(=O)C(Cc3ccccc3)NC2=S)cc1 (stereo not drawn)	28%	0%	20%
Cc1ccc(OCc2cc(C(=O)NCc3cn4ccccc4n3)no2)cc1C	-15%	-2%	-5%
CCOc1cc(S(=O)(=O)N2CCN(S(=O)(=O)CC)CC2)c(OCC)cc1-n1cnnn1	-3%	-2%	9%
Cc1cc(NS(=O)(=O)c2ccc(NC(=O)COc3ccccc3C(C)C)cc2)no1	17%	?	-5%
COc1cccc(-n2c(N)cc(=O)nc2SCC(=O)Nc2cc(C)on2)c1	5%	-14%	-23%
CC(C)C[C@H](NC(=O)c1nc[nH]c1C(=O)NCCCCCN)C(=O)OCc1ccccc1	?	0%	·

The list goes on:
SMILES	FEN1 inh	GCN5L2 inh	N370S GC mod
COc1ccccc1N1CCN(C(=O)c2cc3c(=O)oc4ccccc4c3s2)CC1	-5%	-4%	·
Cc1csc(NC(=O)NC2(C(F)(F)F)Oc3ccccc3O2)n1	8%	12%	-16%
O=C(CN1CCc2ccccc2C1)N1CCN(S(=O)(=O)c2ccccc2)CC1	-13%	-3%	8%
COc1cc(OC)cc(OCC(O)Cn2ccnc2)c1 (stereo not drawn)	-12%	-4%	-28%
O=C1c2ccccc2C(=O)N1CCOc1ccccc1Br	4%	-18%	8%
CCc1ccc(CNC(=O)C2CCN(c3nnc(-n4c(C)ccc4C)s3)CC2)cc1	-19%	-2%	·
O=C(c1cn(-c2ccc(Cl)c(Cl)c2)nn1)C1CC1	-4%	-3%	-10%
CCCn1c(N2CCN(C(=O)/C=C/C(=O)O)CC2)nc2ccccc21	14%	-6%	-11%
Cc1ccsc1C(=O)OCC(=O)N1CC(=O)Nc2ccccc21	-1%	-5%	-2%
CCc1nnc(NC(=O)C2CCCN(S(=O)(=O)c3ccc(OC)cc3)C2)s1 (stereo not drawn)	0%	0%	9%
O=c1cc(COc2ccccc2[N+](=O)[O-])nc2sccn12	1%	-6%	4%
CC(C)(C)c1ccc(C(=O)N2CCN(CCc3ccccn3)CC2)cc1	-2%	-8%	·
CC(C)(C)C1CCc2nc(NC(=O)COc3ccc(F)cc3)sc2C1 (stereo not drawn)	3%	-4%	·
Cc1ccc(NS(=O)(=O)c2ccc3[nH]c4c(c3c2)CCCC4)c(C)c1	-20%	-15%	·
O=C(CCC(=O)N(CC(=O)NC1CCCCC1)Cc1ccccc1)Nc1nccs1	-10%	0%	-5%
CC(C)(C)c1ccc(S(=O)(=O)/C=C\C#N)cc1	·	28µM*	-1%
CCOC(=O)C(=CNc1nc2ccc(C(=O)OCC)cc2s1)C(=O)OCC	-2%	-3%	13%
Cc1ccc(-n2c(SCC(N)=O)nnc2-c2cccnc2)c(C)c1	10%	3%	-9%
O=C(c1ccc(F)cc1)C1CCN(Cc2cn[nH]c2-c2ccc(F)cc2)CC1	7%	-4%	-2%
Cc1ccc(NC(=O)CN2CCC(NC(=O)Cc3ccccc3)CC2)c(C)c1	-25%	3%	0%
COc1cccc(-n2c(Cc3cc(=O)[nH]c(=O)[nH]3)nnc2SCC(=O)N2CCCCC2)c1	0%	3%	4%
COc1ccccc1-c1cc(C(=O)N2CCCCC2C)no1 (stereo not drawn)	-2%	-7%	·
CCOc1cc2sc(N3CCC(C(=O)Nc4cc(C)cc(C)c4)CC3)nc2cc1Br	0%	-2%	·
CCCCc1nn(-c2cc(Cl)ccc2OC)c2c1C(=O)CCC2	-19%	-6%	30%
CC(C)C(NC(=O)Nc1ccccc1)C(=O)Nc1cccc(S(=O)(=O)N(C)C)c1 (stereo not drawn)	2%	-3%	-4%
Cc1ccccc1-n1c(C)n[nH]c1=S	5%	-5%	8%
COC(=O)c1ccc(NCCc2csc(-c3ccc(C)cc3)n2)c([N+](=O)[O-])c1	-6%	-1%	0%
COc1ccc(C[C@H]2CN3C(=NC[C@H]3C)N2CCNC(=O)CCC2CCCCC2)cc1	-26%	0%	-9%
O=S(=O)(c1ccccc1)c1nc(-c2ccco2)oc1NCc1cccnc1	0%	-2%	6%
O=c1ccc(Oc2nc(N3CCOCC3)nc(N3CCOCC3)n2)nn1-c1ccccc1	-5%	-4%	-6%
O=S(=O)(NCC1CCCO1)c1ccccc1F (stereo not drawn)	11%	-3%	-7%
CCOC(=O)C1=C(N)Oc2c(oc(CO)cc2=O)C1c1ccccc1 (stereo not drawn)	5%	-6%	7%
Cc1ccc(NC(=O)CCC(=O)N2Cc3ccccc3Oc3ncccc32)cc1F	-10%	-3%	·
COc1ccc(Oc2cccc(Cl)c2CNC(=O)CCC(=O)O)cc1	9%	-3%	5%
O=C1CC2CS(=O)(=O)CC2N1c1ccc(Oc2ccccc2)cc1 (stereo not drawn)	-1%	-13%	-3%
NC(=O)Cn1cc(C(=O)COc2ccccc2)c2ccccc21	·	-6%	-4%
Cc1ccc(CN2CCN(Cc3ccc(C)s3)CC2CCO)cc1 (stereo not drawn)	19%	-2%	4%
CCOc1ccccc1NC(=O)C1C2CCC(O2)C1C(=O)O (stereo not drawn)	-5%	-2%	0%
CN(C)/C=C(\C#N)C(=O)Nc1ccc(F)cc1	0%	-3%	·
CCOC(=O)C1=C(C)N=C2SC(C)C(=O)N2C1c1ccc(OCC)c(OCC)c1 (stereo not drawn)	-3%	-2%	2%
CN(C)C=NC(=O)c1cc(C(=O)c2ccccc2Cl)c[nH]1	-2%	-4%	2%
Cc1cccc(Nc2nnc(SCC(=O)c3ccc(Br)s3)s2)c1C	3%	-9%	3%
